From PubChem BioAssay
miR-122 sensor: miR-122 inhibition in Huh7 cells; Huh7 miR-122 Renilla luciferase sensor, 48 h; neutral wells = 0, positive control = 100; hit rate 0.3% among 340,000; activation (reporter increase), % at 12.5 µM;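 active means mean replicate activation score at least 90 and every replicate individually at or above 90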;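 further: higher luciferase means less miR-122 activity so hits act as miR-122 inhibitors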
PGC1a acetyl inh: modulators of PGC1a acetylation; U2OS PGC1a acetylation, AlphaScreen anti-acetyl-lysine; with virally co-expressed GCN5 acetyltransferase; inhibition, % at 15.6 µM; hit rate 0.17% among 350,000; AID 651687;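 active means every replicate shows inhibition of at least 40%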;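 further: 0% = neutral control wells and 100% = positive control wells; some results beyond the cut were filed as inactive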
FN deposit inh: fibronectin deposition inhibition; AH1F fibroblasts, Alexa488-fibronectin deposition fluorescence, overnight; inhibition, % at 12.6 µM; hit rate 0.086% among 350,000; AID 743247;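 active means mean inhibition across replicates of 30% or more, regardless of how many single replicates reach that level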;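 further: positive control wells lacked labelled fibronectin entirely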
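Assay system: AH1F fibroblasts assembling fluorescent fibronectin matrix; Amount: 10000 AH1F cells per well; Buffer or medium: DMEM, 2% serum; Probe or stimulus: Alexa488-fibronectin, 24 nM final in well; Doses: single compound dose, delivered by pin transfer; Incubation: 1 h adhesion, overnight exposure; Measured by: fluorescence 485/525 nm; Read-out: fibronectin deposition inhibition.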
Cneo AK release: Cryptococcus neoformans lysis via adenylate kinase release; C. neoformans lysis, adenylate kinase release luminescence, 4 h; normalised: neutral wells 0, clomiphene wells 100; lysis activity, % at 15 µM; hit rate 0.2% among 360,000;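 active means mean lysis activity across replicates of at least 80%, whatever share of replicates individually reach that level; inactive means mean lysis activity below 80%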
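Assay system: log-phase C. neoformans yeast / Quantity: yeast cell density of 5 × 10^6 cells/mL / Medium: fresh YPD growth medium / Compound: single dose / Timing: static 4 h at 37 °C with compound, 1 h detection / Measured by: adenylate kinase release luminescence / Read-out: lysis from increased AK signal / Benchmarks: Clomiphene as positive lysis control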
LGR2 antag: Drosophila LGR2 receptor signaling inhibition; HEK293 LGR2, CRE-luciferase, bursicon-stimulated, 4 h; inhibition, % at 9.99 µM; hit rate 0.35% among 380,000; AID 720647;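 active means drop in luminescence signal, shown as inhibition above about 50% in the replicate tests, limit read from the data, passing the limit was not always enough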;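 further: agonist challenge used bursicon conditioned medium at about half maximal strength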
CASP6 VEID inh: inhibitors of human caspase-6; hit rate 0.53% among 350,000; inhibition, % at 12.5 µM; AID 686996; purified caspase-6, Z-VEID-R110 cleavage fluorescence;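 active means mean inhibition across replicates at least about 35%, with every replicate also reaching that limit, limit read from the data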;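 further: 0% = median of neutral control wells and 100% = no fluorescence left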
Target sequence (P55212 24-179 limits assumed): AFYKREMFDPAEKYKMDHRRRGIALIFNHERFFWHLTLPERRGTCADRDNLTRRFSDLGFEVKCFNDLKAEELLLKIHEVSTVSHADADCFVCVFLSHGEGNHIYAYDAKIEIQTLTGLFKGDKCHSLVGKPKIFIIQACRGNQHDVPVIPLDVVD
Target sequence (P55212 194-293 limits assumed): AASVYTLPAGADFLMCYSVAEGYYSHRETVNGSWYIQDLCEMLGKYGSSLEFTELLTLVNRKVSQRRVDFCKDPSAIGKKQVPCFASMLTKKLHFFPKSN
EWS-Fli block: EWS/Fli transcriptional activity inhibition; hit rate 0.67% among 350,000; A673 NR0B1-luciferase reporter, viability-normalised; inhibition, % at 12.6 µM;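 active means mean inhibition of at least 50% after viability correction, with every replicate also passing that limit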;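 further: firefly luciferase signal divided by Alamar Blue viability fluorescence both relative to DMSO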
PAX8 reporter: lowers PAX8-driven luciferase in RMG-I cells; RMG-I TPO-luciferase reporter, SteadyGlo, 24 h; hit rate 1.2% among 360,000; inhibition, % at 12.6 µM;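 active means mean replicate inhibition at least 60% with every replicate also reaching 60%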;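 further: luciferase light reporting Pax8 driven TPO promoter activity; plate controls were median of neutral control wells for no effect and mitoxantrone controls for full effect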
Numbers without * were called inactive; . = no result given; [ ] = remark or other dose. Not a hit list; any-hit rate near 2.5%.

no.	Compound	miR-122 sensor	PGC1a acetyl inh	FN deposit inh	Cneo AK release	LGR2 antag	CASP6 VEID inh	EWS-Fli block	PAX8 reporter
1	CC(C)Nc1nc(NC(C)C)nc(N(C)C#N)n1	-1	-15	3	2	.	.	.	-12
2	COc1ccc(CN2CCC(=O)N([C@H](CO)Cc3ccccc3)CC2)cc1OC	1	4	0	2	-3	-2	-10	-18
3	Cc1c(OC(C)C(=O)N[C@H](C(=O)O)c2ccccc2)ccc2c3c(c(=O)oc12)CCCC3 (some centres not stated)	-5	-12	.	0	.	6	1	.
4	Cc1ccc(S(=O)(=O)NC(C(=O)N2CCN(S(=O)(=O)c3cccc(F)c3)CC2)C(C)C)cc1 (configuration not stated)	.	-3	-10	2	38	4	4	8
5	COc1ccc(C(=O)Nc2ccc(Oc3nc(C)nc4sc(-c5ccccc5)cc34)cc2)cc1OC	7	-4	-4	0	-10	.	.	5
6	O=C(N/N=C/c1ccc([N+](=O)[O-])s1)c1ccccc1	-6	-13	.	2	16	4	63*	20
7	CCS(=O)(=O)N1CC(=O)N2[C@@H](CO)[C@H](c3ccc(-c4cccc(F)c4)cc3)[C@@H]2C1	.	-8	0	.	-6	2	29	-7
8	CO[C@@H]1CN(C)C(=O)c2ccc(NC(=O)NC3CCCCC3)cc2OC[C@@H](C)N(CC2CC2)C[C@H]1C	.	-12	-1	-4	17	0	0	-16
9	COc1ccc2nc(NC(=O)CSc3nnc(C)n3N)sc2c1	-2	-6	11	0	-6	5	-23	-51
10	Cc1ccc(COc2coc(CN3CCN(C(=O)c4ccco4)CC3)cc2=O)cc1	-1	6	11	-1	-22	7	-8	-9
11	O=C1CC(=O)Nc2cc(S(=O)(=O)Nc3cccc(C(F)(F)F)c3)ccc2N1	.	3	-1	4	8	2	1	0
12	CC1(C(=O)O)CCCN1C(=O)c1cc2ccccc2s1 (configuration not stated)	-3	-12	5	0	18	4	-3	-28
13	COc1ccc(-c2nnc(NC(=O)C3CCCN3S(=O)(=O)c3cccs3)o2)cc1 (configuration not stated)	5	7	-1	2	2	-3	-9	-18
14	O=C(C1CC1)N1CC(=O)N2[C@H](C1)[C@@H](c1ccc(-c3ccccc3F)cc1)[C@@H]2CO	.	-2	6	.	21	2	4	11
15	CS(=O)(=O)Nc1cccc(NC(=O)c2cccc3c(-c4cccc(C(N)=O)c4)coc23)c1	3	-4	14	-3	-17	2	-23	6
16	C[C@H](CO)N1C[C@H](C)[C@H](CN(C)C(=O)Nc2ccccc2)Oc2c(NS(C)(=O)=O)cccc2C1=O	2[16.7 µM]	-3	-7	-2	-2	0	1	-20
17	CC(=O)OCCc1c(C)nc2nc[nH]n2c1=O	-1	1	8	13	.	.	.	1
18	Nc1nc2ccc(Cl)cc2cc1C(=O)NC1CC1	.	.	7	.	-11	0	-1	14
19	Cc1ccc(C2=NC(=O)/C(=C/c3cc(O)c(O)c(Br)c3)S2)cc1	9	9	-2	3	3	79*	24	32
20	N#C[C@H]1[C@H](c2ccc(C#Cc3ccccc3F)cc2)[C@H](CO)N1C(=O)C1CCCC1	.	.	26	.	104*	1	1	.
21	C=CCNc1nc(-c2c(C)nc3ncccn23)cs1	0	-8	5	-1	10	-2	-4	-6
22	CN(C)c1nc(NCc2ccccc2)nc(SCC(N)=O)n1	-6	-3	-1	4	1	-1	3	5
23	C[C@H](CO)N1C[C@H](C)[C@@H](CN(C)Cc2ccc3c(c2)OCO3)Oc2ccc(NC(=O)NC3CCCCC3)cc2C1=O	5[16.7 µM]	5	.	-3	0	-1	-10	-6
24	C=CCNC(=S)/N=c1/ccccn1C	.	.	-6	.	-2	-17	3	7
25	O=C(Nc1cccnc1)c1cc2c(s1)-c1ccccc1OC2	3	10	6	-6	-31	-6	.	-8
26	CCCCNS(=O)(=O)c1cc(-c2nn(C)c(=O)c3ccccc23)ccc1C	27	-16	2	-3	6	36*	10	31
27	Cc1cc(C)c2c(N)c(C(=O)Nc3c(C)n(C)n(-c4ccccc4)c3=O)sc2n1	.	.	.	2	-1	0	.	4
28	CS(=O)(=O)N(Cc1ccc(C(=O)NCCSCc2ccco2)cc1)c1ccccc1	-2	2	0	-5	.	.	.	.
29	CC(C)(C)n1nnnc1C(c1cc2ccccc2o1)N(Cc1ccccc1)Cc1ccccc1 (configuration not stated)	.	.	.	.	0	-1	10	28
30	CC(C)c1ccc(C(C(=O)NC2CCCCC2)N(C(=O)c2ccccn2)c2cccnc2)cc1 (configuration not stated)	.	1	-1	.	11	7	-4	12
31	C[C@@H]1CCCCO[C@H](CN(C)C(=O)Nc2ccc3c(c2)OCO3)[C@H](C)CN([C@@H](C)CO)C(=O)c2cc(NS(=O)(=O)c3cn(C)cn3)ccc2O1	-4[16.7 µM]	-11	.	-1	24	-3	-9	.
32	CCOc1ccc(CN2CCNC(=O)C2CC(=O)NCCc2ccccn2)cc1 (configuration not stated)	-8	0	3	.	-2	2	-3	1
33	C[C@H](CO)N1C[C@H](C)[C@@H](CN(C)C(=O)C2CC2)Oc2ncc(C#Cc3cccc(F)c3)cc2C1=O	12[16.7 µM]	6	.	7	-4	1	-4	.
34	CC(=O)C(=Cc1cc(C)n(-c2ccccc2)c1C)C(C)=O	.	.	-18	.	-1	-1	-13	0
35	C/C(=N\Nc1cccc2cccnc12)c1ccc[nH]1	8	5	6	-5	-27	5	-11	-52
36	CN(C)C(CNC(=S)Nc1ccccc1Cl)c1cccnc1 (configuration not stated)	.	.	0	.	.	-3	0	-18
37	COc1cccc2cc(C(=O)NCCC3=CCCCC3)c(=O)oc12	6	.	-16	-1	-28	2	-6	15
38	Cc1noc(C)c1NC(=O)N(C)C[C@@H]1Oc2ccc(NC(=O)Cn3cnnn3)cc2C(=O)N([C@H](C)CO)C[C@@H]1C	-2[16.7 µM]	-5	.	0	0	3	-1	.
39	COc1ccc(CNC(=O)c2ccc(N3CCC4(CC3)CC(c3ccc(Cl)cc3)=NO4)c(NC(=O)Cc3ccc(F)cc3)c2)cc1	4	-1	0	1	-21	-3	-29	13
40	O=C(NN=Cc1cc(Cl)ccc1[N+](=O)[O-])c1cccc2ccccc12	.	.	1	.	6	-2	1	-8
41	OCCNc1ncnc2c1ncn2Cc1ccccc1	-11	14	-14	0	.	.	.	-3
42	Cc1ccc(NC(=O)CN2C(=O)NC(C)(C3CC3)C2=O)c([N+](=O)[O-])c1 (configuration not stated)	.	.	2	1	-5	5	-1	8
43	COCCNC(=O)C1(C)CCCN(C(=O)COc2ccccc2)C1 (configuration not stated)	.	.	-3	2	-18	1	2	-20
44	CCCc1nnc(NC(=O)Nc2ccccc2OC)s1	0	-4	-7	-3	-55	.	.	.
45	O=S(=O)(c1ccc(SCCOc2ccc(Br)cc2)nc1)N1CCCC1	-4	-7	-11	-1	6	1	0	13

9 of the compounds above, with two lines to a compound.
Results follow in this order: miR-122 sensor, PGC1a acetyl inh, FN deposit inh, Cneo AK release, LGR2 antag, CASP6 VEID inh, EWS-Fli block, PAX8 reporter
[1] CC(C)Nc1nc(NC(C)C)nc(N(C)C#N)n1
 : -1, -15, 3, 2, ., ., ., -12
[2] COc1ccc(CN2CCC(=O)N([C@H](CO)Cc3ccccc3)CC2)cc1OC
 : 1, 4, 0, 2, -3, -2, -10, -18
[3] Cc1c(OC(C)C(=O)N[C@H](C(=O)O)c2ccccc2)ccc2c3c(c(=O)oc12)CCCC3 (some centres not stated)
 : -5, -12, ., 0, ., 6, 1, .
[4] Cc1ccc(S(=O)(=O)NC(C(=O)N2CCN(S(=O)(=O)c3cccc(F)c3)CC2)C(C)C)cc1 (configuration not stated)
 : ., -3, -10, 2, 38, 4, 4, 8
[5] COc1ccc(C(=O)Nc2ccc(Oc3nc(C)nc4sc(-c5ccccc5)cc34)cc2)cc1OC
 : 7, -4, -4, 0, -10, ., ., 5
[6] O=C(N/N=C/c1ccc([N+](=O)[O-])s1)c1ccccc1
 : -6, -13, ., 2, 16, 4, 63*, 20
[7] CCS(=O)(=O)N1CC(=O)N2[C@@H](CO)[C@H](c3ccc(-c4cccc(F)c4)cc3)[C@@H]2C1
 : ., -8, 0, ., -6, 2, 29, -7
[8] CO[C@@H]1CN(C)C(=O)c2ccc(NC(=O)NC3CCCCC3)cc2OC[C@@H](C)N(CC2CC2)C[C@H]1C
 : ., -12, -1, -4, 17, 0, 0, -16
[9] COc1ccc2nc(NC(=O)CSc3nnc(C)n3N)sc2c1
 : -2, -6, 11, 0, -6, 5, -23, -51

(next part)
no.	Compound	miR-122 sensor	PGC1a acetyl inh	FN deposit inh	Cneo AK release	LGR2 antag	CASP6 VEID inh	EWS-Fli block	PAX8 reporter
46	CCCCN(CC)C(=O)c1ccc2c(c1)OCO2	-1	.	3	.	-10	.	.	-1
47	C[C@H]1CN([C@@H](C)CO)C(=O)Cc2cc(NC(=O)Cc3ccccc3)ccc2O[C@H]1CN(C)S(C)(=O)=O	0[16.7 µM]	-18	.	3	6	1	-2	-26
48	O=C(Nc1ccc(C(=O)O)cc1)/C(=C\c1ccco1)NC(=O)c1ccco1	.	.	0	0	-5	10	1	-241
49	O=C(Cc1ccncc1)NCC[C@@H]1CC[C@H](NC(=O)C2CCCCC2)[C@@H](CO)O1	.	15	.	-2	-9	0	-4	4
50	COCC(=O)N1CC(=O)N2[C@H](CO)[C@H](c3ccc(C#CC(C)C)cc3)[C@H]2C1	.	9	.	.	-13	0	10	-11
51	CN(C(=O)COc1ncnc2sccc12)c1ccccc1	-5	0	3	3	.	0	10	-29
52	COC(=O)c1nc2n(n1)C(c1cc(OC)ccc1OC)C(C(=O)OC1CCCCC1)=C(C)N2 (configuration not stated)	13	.	4	-2	.	.	.	15
53	COc1ccc(S(=O)(=O)N(C)C[C@H]2Oc3c(NC(=O)Cc4ccccc4)cccc3C(=O)N([C@H](C)CO)C[C@@H]2C)cc1	8	-3	6	-1	20	1	-6	-13
54	O=C(CSc1nnc2ccc(-c3cccnc3)nn12)Nc1ccc(F)cc1	5	-7	2	.	13	-2	3	1
55	O=C(NC1CCCC1)c1cccnc1N1CCCCCC1	-1	-7	.	1	3	-2	3	.
56	O=C(COC(=O)CCC(=O)c1ccc(Cl)cc1)NCCc1ccccc1	.	4	15	.	8	.	12	3
57	Cc1nc(Nc2ccc(Cl)cc2)c2oc3ccccc3c2n1	.	.	15	.	6	1	5	8
58	CCc1n[nH]c(=S)n1/N=C/c1ccc(N(C)c2ccccc2)cc1	-5	.	1	0	15	-5	21	-13
59	CC1(c2ccccn2)Nc2ccccc2-c2nc3ccccc3n21 (configuration not stated)	7	3	-4	-1	.	.	.	-112
60	Cc1onc(CO)c1C(=O)Nc1nccs1	-3	-15	-6	.	.	-2	-2	8
61	CCOc1ccc2ncc(S(=O)(=O)c3ccc(C)cc3)c(N3CCC4(CC3)OCCO4)c2c1	-12	-19	-3	-2	2	3	-9	29
62	CCc1ccc(/C=C2\SC(=S)N(CCCC(=O)Nc3nccs3)C2=O)cc1	-13	-4	-5	1	10	.	.	14
63	COc1cc(N)c2ncccc2c1SC	.	.	-9	.	.	5	2	3
64	Cc1ccc(N(C(=O)CNC(=O)c2ccco2)C(C(=O)NC2CCCC2)c2cccnc2)cc1F (configuration not stated)	-5	.	-9	2	2	0	9	-10
